Screens from PubChem.
MC4R antagonist = blocks human MC4R cAMP signaling. P32245. MC4R-expressing cells, MTII-stimulated cAMP, LANCE TR-FRET. inhibition, % at 6.5 µM. 0.48% of 360,000 active. AID 540295;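 active means inhibition above its plate's cutoff, the mean of tested wells on that plate plus 3 SD, cut at about 29% in these data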;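 further: 0% = Melanotan II alone and 100% = Melanotan II plus saturating MCL0020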
Target sequence (P32245 whole entry, looked up): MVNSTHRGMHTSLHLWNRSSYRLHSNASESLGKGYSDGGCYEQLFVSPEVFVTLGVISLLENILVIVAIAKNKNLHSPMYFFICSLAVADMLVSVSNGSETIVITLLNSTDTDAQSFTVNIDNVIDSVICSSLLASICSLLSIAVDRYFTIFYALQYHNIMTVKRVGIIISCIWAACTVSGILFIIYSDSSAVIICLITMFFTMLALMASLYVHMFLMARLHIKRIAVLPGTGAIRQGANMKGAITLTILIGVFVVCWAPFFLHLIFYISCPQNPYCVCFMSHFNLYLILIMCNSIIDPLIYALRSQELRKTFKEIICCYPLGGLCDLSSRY
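material = U2OS cells stably expressing human melanocortin 4 receptor (MC4R) | also added = Melanotan II challenge | dosing = single nominal compound dose of 6.5 µM | detection = TR-FRET with Eu-cAMP and labeled anti-cAMP, 671 nm | replication = singlicate | timing = compound 30 min, challenge 1 h, detection 1 h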
NOD2-RIPK2 inh = inhibitors of human NOD2-RIPK2 interaction. AID 624267. inhibition, % at 4.98 µM. O43353. CHO BLA complementation NOD2-RIPK2, CCF4 ratio. 0.38% of 360,000 active; in the data active means inhibition above about 21%;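 further: 0% = vehicle only and 100% = reference blocker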
Target sequence (O43353 whole entry, looked up): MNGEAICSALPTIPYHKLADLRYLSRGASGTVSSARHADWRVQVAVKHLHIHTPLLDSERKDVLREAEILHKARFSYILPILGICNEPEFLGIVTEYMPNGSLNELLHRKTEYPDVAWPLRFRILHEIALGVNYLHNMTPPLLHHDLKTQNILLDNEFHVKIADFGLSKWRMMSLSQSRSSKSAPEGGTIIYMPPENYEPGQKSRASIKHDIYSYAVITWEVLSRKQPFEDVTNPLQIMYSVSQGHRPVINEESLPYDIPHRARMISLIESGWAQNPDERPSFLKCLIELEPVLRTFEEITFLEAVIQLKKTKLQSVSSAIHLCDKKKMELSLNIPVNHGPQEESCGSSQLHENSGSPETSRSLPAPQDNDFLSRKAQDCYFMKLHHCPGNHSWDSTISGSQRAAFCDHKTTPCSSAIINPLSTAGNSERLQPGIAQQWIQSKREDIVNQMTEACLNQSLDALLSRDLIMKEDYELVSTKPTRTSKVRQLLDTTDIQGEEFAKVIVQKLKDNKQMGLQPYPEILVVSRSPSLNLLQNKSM
MC4R ag barr = human MC4R agonism via beta-arrestin | P32245 | U2OS MC4R beta-arrestin complementation, luminescence; percent of melanotan II response, DMSO zero | activation, % at 8.9 µM | 0.98% of 360,000 active;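 active means activation above a per-plate cutoff, the mean activation of sample wells on that plate plus 3 SD, cut at about 8% in these data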
N-glyco inh = N-linked glycosylation inhibition; D54 ERlucT glycosylation luciferase reporter, 24 h; percent of 100 nM tunicamycin response; reporter increase, % at 12.5 µM; 0.23% of 360,000 active; AID 588692;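 active means mean luciferase reporter signal, scaled so untreated is 0 and the glycosylation-blocking control 100, at or above a set limit in every replicate; inconclusive means mean reaches the limit but not every replicate does; inactive means mean below the limit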;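 further: luciferase carries N-glycosylation sites so blocking glycosylation raises the light; 0% = median of neutral control wells and 100% = median of 100 nM tunicamycin wells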
aDG glyco act = increases alpha dystroglycan glycosylation; Pro5-aDG cells, alpha-DG glycosylation AlphaScreen (IIH6); 0% Pro5, 100% B10-LARGE cell signal; activation, % at 10 µM; 0.22% of 360,000 active; AID 624168;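 active means activation of at least 8% versus controls, or a plate z-score of at least 8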;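 further: Pro5 are CHO cells carrying HIG-tagged alpha-DG that lacks glycosylation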
ABCB6 inh 2 = human ABCB6 transporter inhibition. K562-ABCB6 porphyrin accumulation, flow cytometry, 1 h; stronger effect = lower value. fluorescence ratio to DMSO, % at 10 µM. 0.19% of 360,000 active. AID 602162;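 active means fluorescence ratio to DMSO below 75%, the collection mean minus 3 SD; inconclusive means too few cells collected in the well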;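 further: signal is porphyrin accumulated inside mitochondria; 100% equals median channel fluorescence of DMSO control wells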
ABHD5-PLIN5 inh = ABHD5-PLIN5 protein interaction inhibition; 0.78% of 360,000 active; Q00G26+Q8WTS1; inhibition, % at 4 µM; Split G. princeps luciferase complementation, luminescence, 4 h;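 active means inhibition above the mean inhibition across every tested compound plus 3 SD, cut at about 22% in these data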;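 further: 0% = DMSO only wells and the 100% control is not disclosed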
TLR9-MyD88 block = blocks human TLR9 binding to MyD88. Q9NR96+Q99836. CHO BLA complementation TLR9-MyD88, CCF4 FRET ratio. inhibition, % at 4.98 µM. 0.21% of 340,000 active. AID 504734;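 active means inhibition above the mean over all tested compounds plus 3 SD, cut at about 21% in these data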;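 further: 0% = DMSO only wells and 100% = clavulanate BLA inhibitor control wells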
Exocytosis inh = blocks lytic granule exocytosis; TALL-104 LAMP-1 surface exposure, flow cytometry; cells stimulated with thapsigargin and PMA; inhibition, % at 10 µM; 0.66% of 360,000 active;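 active means inhibition above about 55%, limit read from the data; inconclusive means no clear call, values can overlap the other calls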
Vif inh = HIV Vif inhibition. HEK293T cells, Vif self-association by quenched fluorescence, imaging, 24 h. inhibition, % at 7.49 µM. 0.35% of 340,000 active. AID 602346; in the data active means inhibition above about 50%, passing the limit was not always enough; inconclusive means no clear call, values can overlap the other calls; inactive means below about 31%; further: some results filed as inactive read as strong as hits
An asterisk follows results filed as active; ? = inconclusive; . = not tested or not shown. This is a subset; the hit share may differ from the screen's.

SMILES | MC4R antagonist | NOD2-RIPK2 inh | MC4R ag barr | N-glyco inh | aDG glyco act | ABCB6 inh 2 | ABHD5-PLIN5 inh | TLR9-MyD88 block | Exocytosis inh | Vif inh
CN1C(=O)NC2C1N(S(C)(=O)=O)CCN2S(C)(=O)=O (configuration not stated) | 1 | -5 | 1.4 | 0 | 0.1 | 98 | 0 | -2 | 1 | -1
CCOCCCN1CN(Cc2ccco2)CNC1=S | 8 | -1 | -1.7 | 0 | -0.3 | 94 | -5 | 4 | -2 | 10
COc1ccc(C2CC(c3ccccc3)=NN2C(=O)CSc2nnnn2-c2cccc(C)c2)cc1 (configuration not stated) | 10 | -9 | -1.4 | -4 | -0.2 | 90 | 2 | 0 | -4 | -3
CS/C(N)=N/C(=S)Nc1cccc(Cl)c1 | -1 | -1 | -0.2 | 1 | 0.2 | 87 | 2 | -1 | -4 | 6
COc1ccc(C(=O)C[n+]2cccc(C)c2)cc1 | 4 | -1 | -1.6 | 2 | -0.3 | 99 | -1 | 9 | -1 | 4
CCOC(=O)C1CCN(C(=O)C2(NC(=O)Nc3ccc(F)cc3F)CCCCC2)CC1 | 5 | -4 | -1.8 | 1 | -0.2 | 84 | 1 | -3 | 11 | -5
COCCCn1c(C)nnc1SCC(=O)NNC(=O)COc1ccc(Cl)cc1 | 13 | 4 | 1.8 | 0 | 0.0 | 96 | -10 | -7 | -3 | 4
C=CCN1C(=O)c2ccc(C(=O)N(CC)CC(=O)Nc3cc(Cl)ccc3C)cc2C1=O | 0 | -5 | -2.0 | 0 | 0.2 | 104 | -1 | -2 | 4 | -6
CN(CCc1ccccn1)Cc1ccc(Cl)cc1 | 4 | -4 | -0.7 | 1 | 0.0 | 80 | 1 | -1 | -1 | -4
O=C(NCCCN1CCOCC1)C(=O)NCC1OCCN1S(=O)(=O)c1cc(F)ccc1F (configuration not stated) | -2 | -6 | -3.4 | 3 | 0.1 | 100 | -1 | 0 | 0 | -5
Cc1c(NC(=O)CN2c3ccccc3CC2C)c(=O)n(-c2ccccc2)n1C (configuration not stated) | 11 | -3 | 2.6 | -2 | -0.4 | 103 | 6 | -12 | -1 | -4
Cc1ccc(C(=O)OCC(=O)NCc2ccc3c(c2)OCO3)cc1S(=O)(=O)N1CCOCC1 | -1 | 1 | -3.4 | 1 | -0.1 | 102 | -8 | -6 | -3 | -1
O=C(Nc1cc(Cl)ccc1N1CCOCC1)c1ccc(Br)o1 | 2 | -3 | -0.9 | 1 | -0.1 | 99 | 4 | -10 | -1 | 12
Cc1c(Cl)cccc1NS(=O)(=O)c1ccc(-c2ccc(=O)[nH]n2)o1 | 2 | -9 | -0.1 | 2 | -0.2 | 99 | 20 | 1 | 8 | 2
CN(C)S(=O)(=O)Nc1ccc(Oc2ccccc2)cc1 | 0 | -5 | -0.8 | -1 | 0.0 | 109 | -2 | 1 | -4 | -1
COc1ccc(CCN2C(=O)C(C)=C(C)C2=O)cc1OC | 2 | 2 | -1.0 | -1 | 0.1 | 94 | 0 | -3 | -8 | -2
COc1ccc(-c2csc(NC(=S)NC(=O)/C=C/c3ccco3)n2)cc1Br | -18 | -16 | -1.2 | 1 | -0.3 | 99 | 0 | . | -2 | .
Cc1[nH]c2ccccc2c1C(Nc1nccs1)c1ccncc1 (configuration not stated) | 8 | -4 | -1.2 | 1 | 0.0 | 104 | -1 | -1 | 0 | -4
NC(=O)c1nn(-c2ccccc2)c(=O)cc1O | 15 | -6 | -0.7 | 3 | -0.1 | 101 | 6 | -4 | 6 | 0
CCN(CC)C(=O)Cn1cc(C(=O)C(=O)N(C)C2CCN(C)CC2)c2ccccc21 | -4 | -16 | -0.1 | 3 | 0.1 | 104 | 1 | 1 | -14 | -3
Brc1ccc(-c2nnc3n2-c2ccccc2CC3)cc1 | 13 | -12 | 0.4 | -1 | 0.2 | 101 | 5 | -2 | 2 | 0
Cc1nc2ccccc2nc1N1CCC(C)CC1 | -4 | -5 | 1.2 | 0 | -0.3 | 85 | -1 | 12 | 0 | .
N#CC(c1ccccn1)c1ncc(C(F)(F)F)cc1Cl (configuration not stated) | -7 | 0 | -1.0 | -1 | 0.1 | 94 | 4 | -9 | -1 | 6
COc1ccccc1C(=O)NCC(=O)OCC(=O)Nc1nnc(-c2ccccc2)o1 | 2 | -10 | -2.3 | 2 | -0.2 | 99 | -4 | -6 | 2 | 21

Next part (6 carried over from the part before).
SMILES | MC4R antagonist | NOD2-RIPK2 inh | MC4R ag barr | N-glyco inh | aDG glyco act | ABCB6 inh 2 | ABHD5-PLIN5 inh | TLR9-MyD88 block | Exocytosis inh | Vif inh
NC(=O)c1nn(-c2ccccc2)c(=O)cc1O | 15 | -6 | -0.7 | 3 | -0.1 | 101 | 6 | -4 | 6 | 0
CCN(CC)C(=O)Cn1cc(C(=O)C(=O)N(C)C2CCN(C)CC2)c2ccccc21 | -4 | -16 | -0.1 | 3 | 0.1 | 104 | 1 | 1 | -14 | -3
Brc1ccc(-c2nnc3n2-c2ccccc2CC3)cc1 | 13 | -12 | 0.4 | -1 | 0.2 | 101 | 5 | -2 | 2 | 0
Cc1nc2ccccc2nc1N1CCC(C)CC1 | -4 | -5 | 1.2 | 0 | -0.3 | 85 | -1 | 12 | 0 | .
N#CC(c1ccccn1)c1ncc(C(F)(F)F)cc1Cl (configuration not stated) | -7 | 0 | -1.0 | -1 | 0.1 | 94 | 4 | -9 | -1 | 6
COc1ccccc1C(=O)NCC(=O)OCC(=O)Nc1nnc(-c2ccccc2)o1 | 2 | -10 | -2.3 | 2 | -0.2 | 99 | -4 | -6 | 2 | 21
O=C(N/N=C\c1cccc(Cl)c1)c1n[nH]c2c1CCCC2 | 0 | -8 | 0.1 | -4 | -0.3 | 102 | 1 | 2 | 1 | 0
CC(C)NC(=O)c1ccc(N(Cc2ccc(Cl)cc2)S(C)(=O)=O)cc1 | 19 | 9 | -1.5 | -3 | -0.1 | 103 | 0 | -7 | -1 | 2
Cn1c2ccccc2c(=O)c2c(=O)n(-c3ccc(F)cc3)c(-c3cccs3)nc21 | 9 | 2 | -1.6 | 6 | 0.3 | 93 | -2 | -6 | -10 | -3
CN(C)C(=O)COc1ccc2ccc(=O)oc2c1 | 2 | 12 | -2.3 | 1 | -0.1 | 100 | 5 | 1 | 6 | 3
Cc1ccc(CNC(=O)C2CC3Cn4c(nc5cc(Cl)c(Cl)cc54)C3N2C)o1 (configuration not stated) | 12 | -8 | -1.0 | 3 | 0.2 | 95 | 4 | -1 | 6 | .
COC(=O)c1ccc(NC(=O)CCS(=O)(=O)c2ccc(Br)cc2)cc1 | 6 | -2 | -1.3 | 1 | 0.2 | 100 | -1 | -4 | 0 | -1
c1ccc(CNn2nnc3ccccc32)cc1 | . | 0 | . | -2 | -0.2 | 97 | -7 | . | -5 | 5
CCOC(=O)c1cc2nc(Nc3ccc(OC)cc3)sc2s1 | -2 | -10 | 3.4 | -3 | 0.2 | 134 | -10 | 5 | -1 | -14
Cc1ccc(-c2cc(C(F)(F)F)nn2-c2ccc(S(N)(=O)=O)cc2)cc1 | 5 | -5 | 8.5* | -3 | 0.0 | 890 | -1 | -8 | -5 | -3
Cc1cccc2cc(C#N)c(N3CCOCC3)nc12 | -9 | -15 | 0.3 | 1 | 0.1 | 103 | 0 | 7 | -24 | -10
CS(=O)(=O)NNC(=O)Cn1nnc(-c2cc(C(F)(F)F)cc(C(F)(F)F)c2)n1 | 2 | 3 | 0.5 | -1 | 0.0 | 97 | -3 | . | -6 | 3
COCc1cc(=O)oc2cc(NS(=O)(=O)c3ccc(C)cc3)ccc12 | 1 | -8 | 0.9 | 1 | 0.0 | 103 | 2 | . | 0 | 4
C/C=C/C(=O)OCC(=O)Nc1cccc(Br)c1 | -2 | 3 | -1.4 | 2 | 0.2 | 97 | -8 | 3 | -1 | -5
COc1ccc(CCC(=O)N(C)CC(=O)Nc2ccc(Cl)c(C(F)(F)F)c2)cc1 | -2 | -8 | 1.7 | -1 | -0.1 | 99 | -4 | 6 | 14 | -2
CC(=O)c1cccc(N(C(=O)Cn2nnc3ccccc32)C(C(=O)NCc2ccccc2)c2ccccn2)c1 (configuration not stated) | 15 | -1 | -0.4 | 1 | -0.1 | 96 | 0 | -3 | -3 | 4
COC(=O)CNC(=O)Cn1ccc2ccccc2c1=O | 5 | -12 | -1.1 | 2 | -0.2 | 103 | -1 | 4 | -3 | 6
Cc1ccccc1OCc1nnc(SCC(=O)N2CCc3ccccc32)n1C | 5 | -1 | -2.5 | 1 | -0.1 | 95 | -2 | -2 | -2 | -17
CC1CCCC(C)N1C(=O)c1cc(-c2ccc3c(c2)OCO3)on1 (configuration not stated) | 8 | -13 | -1.0 | -4 | 0.0 | 103 | 4 | -7 | -2 | 1
CCOc1ccc(N2C(=O)CSC2=S)cc1 | 7 | -5 | -0.7 | 3 | 0.1 | 97 | -11 | -4 | 7 | 1
COc1ccccc1NC(=O)c1ccc2c(c1)N(CC#N)C(=O)C(C)(C)O2 | 17 | 7 | -0.8 | 1 | -0.1 | 100 | -5 | -5 | -1 | -6
Clc1ccc(-c2nc3ccccc3[nH]2)cn1 | 21 | -5 | -2.0 | 3 | -0.3 | 103 | -3 | -3 | 5 | 5
CN(C)S(=O)(=O)c1cccc(C(=O)Nc2cc(S(=O)(=O)N3CCOCC3)ccc2O)c1 | -1 | 2 | -0.1 | 2 | -0.1 | 103 | -13 | -12 | 3 | 17
CCOC(=O)c1c(C)n(C)c2ccc(OC(=O)c3ccc([N+](=O)[O-])cc3)cc12 | 0 | 5 | -0.5 | 1 | -0.1 | 118 | 0 | 0 | 2 | 11
COC(=O)[C@@H](NC(=O)Nc1ccc(S(N)(=O)=O)cc1)C(C)C | 13 | 2 | -0.9 | 1 | 0.1 | 71* | -5 | 8 | -2 | 0
O=c1ccsc2ccccc12 | 0 | -7 | -0.4 | 2 | 0.2 | 100 | -3 | . | -2 | 0
Brc1ccc2c(c1)OCCOCCOCCOCCOCCO2 | 11 | -8 | 0.1 | -2 | 0.1 | 105 | -3 | -6 | -1 | -4
CC(C)c1c(O)nc(SCC(=O)N2CCOCC2)[nH]c1=O | 4 | -5 | -1.2 | 0 | -0.3 | 92 | -1 | 1 | 0 | ?

Molecules above that contain a thiophene ring, fused or not, in the order listed:
SMILES | MC4R antagonist | NOD2-RIPK2 inh | MC4R ag barr | N-glyco inh | aDG glyco act | ABCB6 inh 2 | ABHD5-PLIN5 inh | TLR9-MyD88 block | Exocytosis inh | Vif inh
Cn1c2ccccc2c(=O)c2c(=O)n(-c3ccc(F)cc3)c(-c3cccs3)nc21 | 9 | 2 | -1.6 | 6 | 0.3 | 93 | -2 | -6 | -10 | -3
CCOC(=O)c1cc2nc(Nc3ccc(OC)cc3)sc2s1 | -2 | -10 | 3.4 | -3 | 0.2 | 134 | -10 | 5 | -1 | -14
